Pin1 inh: human Pin1 inhibition; Pin1 FP peptide displacement, HiFluor488, 10 min; Potency, µM (highest dose often 115 µM), inactives show at the top dose activity, negative = inhibition, usual class: inhibitors; 390,000 compounds, 0.009% hits; active means well fitted inhibition curve with a large enough effect in the polarisation, with a control signal flat, not every such curve was filed as active; inconclusive means small, poorly fitted or top-dose-only effect, or effect the other way, or a change in a side signal; inactive means no such curve, though single readings can be large or run the other way; the % refers to the polarisation; further: potency means the concentration at half of the fitted maximal effect; on the % scale 0 is the no-effect control and ±100 the full control effect
Target sequence (Q13526 whole entry, looked up): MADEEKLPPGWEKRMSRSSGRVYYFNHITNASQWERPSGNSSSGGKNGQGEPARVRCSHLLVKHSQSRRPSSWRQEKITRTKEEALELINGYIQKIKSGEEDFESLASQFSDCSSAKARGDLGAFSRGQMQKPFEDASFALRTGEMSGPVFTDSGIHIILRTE
rTrxR1 inhibitor: inhibitors of rat thioredoxin reductase 1 | O89049 | recombinant rTrxR1, NADPH fluorescence consumption, selenite substrate | Potency, µM (doses to about 114 µM), inactives show top-dose activity change, negative = inhibition, most hits filed as inhibitors | 390,000 compounds, 1% hits; further: potency means the concentration at half of the fitted maximal effect; on the % scale 0 is the no-effect control and ±100 the full control effect; nearly all actives have a fitted effect of over 65% in size
Target sequence (O89049 whole entry, looked up): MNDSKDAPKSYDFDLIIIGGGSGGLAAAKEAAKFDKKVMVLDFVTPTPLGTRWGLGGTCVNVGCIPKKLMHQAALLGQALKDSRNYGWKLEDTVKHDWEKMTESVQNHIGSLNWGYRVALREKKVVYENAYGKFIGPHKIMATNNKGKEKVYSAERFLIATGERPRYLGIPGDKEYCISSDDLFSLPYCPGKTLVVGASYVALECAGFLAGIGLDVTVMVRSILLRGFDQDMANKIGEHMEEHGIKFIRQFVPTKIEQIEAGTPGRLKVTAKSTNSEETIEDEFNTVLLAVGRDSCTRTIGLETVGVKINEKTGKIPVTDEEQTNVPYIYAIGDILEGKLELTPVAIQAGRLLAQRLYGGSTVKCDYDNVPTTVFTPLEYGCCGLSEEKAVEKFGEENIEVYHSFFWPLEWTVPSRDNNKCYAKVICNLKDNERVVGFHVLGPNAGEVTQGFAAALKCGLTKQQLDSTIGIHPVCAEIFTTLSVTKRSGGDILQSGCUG
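Rat TrxR1 (90 nM in the dispensed reagent) was pre-reduced with 400 uM NADPH for 5 min at room temperature, then incubated with compound for 15 min. After 400 uM selenite was added, NADPH fluorescence (Ex 340/Em 450 nm) was followed for 8 min.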
D2 agonist: D2 dopamine receptor (human) agonism; P14416; HEK293 T-REx D2 cells, calcium flux agonist mode; activation, % at 2 µM; 340,000 compounds, 0.53% hits;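 active means activation over 3 SD above normal in the single-dose calcium agonist read, cut at about 30% in these data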; further: 0% is about no effect
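HEK293 Trex D2 cells, tetracycline-induced, o/n 30 C 5% CO2; no-wash Ca dye, RT 30–90 min; 10-cycle baseline, 23 nl cpd added, kinetic Ca read 180 s; agonist hits = positive Ca response.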
USP1 inh: blocks the human USP1/UAF1 deubiquitinase complex; recombinant USP1/UAF1, Ub-Rhodamine cleavage fluorescence; Potency, µM (doses to about 57.1 µM), without a hit: at the top dose activity change, negative = inhibition, hits mostly inhibitors; 390,000 compounds, 0.23% hits; further: potency means the concentration at half of the fitted maximal effect; on the % scale 0 is the no-effect control and ±100 the full control effect; nearly all actives have a fitted effect of over 60% in size; inactives centre near -12
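USP1/UAF1 complex (1 nM) preincubated 15 min at room temperature with compound, then Ub-Rho substrate (150 nM final) added. Kinetic fluorescence at 480/540 nm over 6 reads at 60 s intervals; 50 mM HEPES pH 7.8, 0.5 mM EDTA, 0.1 mg/ml BSA, 1 mM TCEP, 0.01% Tween-20.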
mIDH1 inhibitor: human IDH1 R132H inhibition; O75874; IDH1-R132H enzyme, NADPH consumption, diaphorase/resazurin fluorescence; Potency, µM (top dose mostly 76.6 µM), without a hit: top-dose activity change, negative = inhibition, actives largely listed as inhibitors; 390,000 compounds, 0.093% hits; AID 602179; further: potency means the concentration at half of the fitted maximal effect; on the % scale 0 is the no-effect control and ±100 the full control effect; nearly all actives have a fitted effect of over 65% in size
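IDH1-R132H (0.5 ug/mL) preincubated 30 min with compound, then NADPH (0.016 mM) and alpha-KG (2 mM) added; 80 min at RT, pH 7.5. Remaining NADPH coupled via diaphorase/resazurin to fluorescence (540/590 nm); concentration-response curves normalized to no-enzyme control.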
D2 antagonist: D2 dopamine receptor (human) antagonism. P14416. HEK293 TREx D2 cells, calcium flux, dopamine EC80. inhibition, % at 10 µM. 340,000 compounds, 2% hits. AID 485344; in the data active means inhibition above about 30%; further: 0% is about no effect
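In this primary screen, negative modulation is detected by tracking calcium flux after an EC80 dopamine challenge in inducible HEK293 T-REx D2 cells preexposed to test compound for 180 s.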
TRHR agonist: activates the human TRH receptor. TRHR cells, calcium flux fluo-8, FDSS agonist mode. activation, % at 2 µM. P34981. 360,000 compounds, 0.18% hits; in the data active means activation above about 30%; further: 0% is about no effect
Target sequence (P34981 whole entry, looked up): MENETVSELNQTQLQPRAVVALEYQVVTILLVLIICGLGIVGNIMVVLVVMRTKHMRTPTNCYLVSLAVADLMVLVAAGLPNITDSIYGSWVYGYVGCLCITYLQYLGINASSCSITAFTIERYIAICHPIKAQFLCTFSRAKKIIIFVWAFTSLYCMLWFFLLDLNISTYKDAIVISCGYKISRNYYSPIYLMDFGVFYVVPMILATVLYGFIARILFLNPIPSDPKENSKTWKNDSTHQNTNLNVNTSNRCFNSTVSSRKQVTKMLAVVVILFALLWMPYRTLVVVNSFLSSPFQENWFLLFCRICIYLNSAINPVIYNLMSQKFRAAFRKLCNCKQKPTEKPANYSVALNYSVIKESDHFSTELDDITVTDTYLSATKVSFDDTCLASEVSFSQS
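Read-out: compound-evoked intracellular calcium rise in TRHR cells, fluo-8 dye, kinetic FDSS fluorescence at 1 s/cycle following a 10-cycle baseline. Cells cultured overnight before dye loading (30 min–1.5 h, RT).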
TrxR1 substrate: rat thioredoxin reductase 1 substrate activity; AID 588456; Potency, µM (titrated, usually from 114 µM), for the others: top-dose activity change, negative = substrate turnover; purified TrxR1 substrate turnover, NADPH consumption readout; 390,000 compounds, 0.01% hits; further: potency means the concentration at half of the fitted maximal effect; on the % scale 0 is the no-effect control and ±100 the full control effect; nearly all actives have a fitted effect of over 50% in size
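Rat TrxR1, dispensed at 90 nM, was prereduced with 400 uM NADPH (final) for 5 min at ~22 deg C, then incubated with compound 15 min before 400 uM selenite. A first-read NADPH fluorescence drop versus no-compound background flagged substrates.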
TRHR enhancer: allosterically enhances the human TRH receptor; 360,000 compounds, 0.66% hits; TRHR cells, fluo-8 calcium fluorescence, EC20 TRH enhancement; AID 493056; enhancement, % at 2 µM; in the data active means enhancement above about 30%; further: 0% is about no effect
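Enhancer read-out: after compound pinning and an initial kinetic agonist-mode read, an EC20 of TRH (10 nM final) was injected and fluo-8 calcium signal (Ex 480/Em 530) followed at 1 s/cycle for 100 cycles in TRHR-expressing cells.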
Numbers without * were called inactive; ? = inconclusive; . = not tested or not shown; [ ] = remark or other dose. Unless noted, the call rests on the fitted dose curve; in most records, active means well fitted inhibition curve with a large enough effect; inconclusive means small, poorly fitted or top-dose-only effect; inactive means no such curve, though single readings can be large or run the other way. The list is partial, so the mix of outcomes need not match the whole.

SMILES | Pin1 inh | rTrxR1 inhibitor | D2 agonist | USP1 inh | mIDH1 inhibitor | D2 antagonist | TRHR agonist | TrxR1 substrate | TRHR enhancer
CCOc1ccc(CCNC(=O)COC(=O)/C=C/c2ccc(OCC#N)c(OC)c2)cc1OCC | -1% | 24%[57.1 µM] | 1.1 | -17% | 1% | 0 | -0.2 | 11%[57.1 µM] | 1
COC(=O)c1ccc(-n2nnnc2SCC(=O)Nc2ccccc2F)cc1 | 6% | 18% | . | -11% | -1% | . | 1.2 | -1% | -11
COc1ccc(Cn2c(=S)[nH]c3ccccc3c2=O)cc1 | 1% | 20% | 0.0 | -20% | -9% | 3 | 0.6 | 3% | -3
Cc1cccn2c(=O)c(/C=C(\C#N)S(=O)(=O)c3ccccc3)c(N3CCCCC3)nc12 | ? | 4% | 1.2 | -25% | 1% | 5 | 0.9 | -2% | -3
O=C(CCC(=O)OCc1ccc([N+](=O)[O-])cc1Cl)Nc1ccccc1 | 5% | 4% | 1.5 | -14% | -2% | 16 | -0.6 | 4% | 2
CC(C)[C@H](Nc1ccc(C(F)(F)F)cc1[N+](=O)[O-])C(=O)O | -1% | 23% | -0.2 | -27% | -2% | 2 | 0.4 | -2% | -4
CCOc1cccc2sc(N(Cc3cccnc3)C(C)=O)nc12 | 1% | 0%[57.1 µM] | -0.4 | ? | -1% | . | -0.5 | -3%[57.1 µM] | -2
N#C/C(=C/c1cn(-c2ccccc2)nc1-c1cccc(S(=O)(=O)N2CCCC2)c1)C(=O)NCc1ccco1 | 69%[activator] | ? | 1.0 | -18% | 8% | -1 | 0.5 | 1% | 1
CCSc1ccc(NC(=O)c2cccnc2)cc1 | -2% | 3% | -0.7 | 1% | 1% | -5 | -1.3 | 2% | -25
CCc1cccc(C)c1NC(=O)c1cccc(N(C)C)c1 | -9% | 30%[activator][57.1 µM] | 0.6 | -7% | 3% | -4 | -0.1 | 13%[57.1 µM] | -3
CS(=O)(=O)C1=C(O)C(=O)N(c2ccccc2)C1c1ccccc1 (stereo not given) | -5% | 24% | -0.1 | 4% | 0% | -15 | -0.3 | 7% | 29
COc1ccccc1Oc1ccc2c(c1)C(=O)N(c1ccccc1)C2=O | 0% | -8% | 0.1 | -20% | 10% | -3 | -0.1 | -7% | -9
O=C(O)C1Cc2ccccc2CN1C(=O)c1ccco1 (stereo not given) | -17% | -5% | -2.2 | -7% | 2% | -14 | 0.5 | -1% | 10
Cc1ccc2nc(SCC(=O)N/N=C/c3ccc(C(=O)O)cc3)cc(C)c2c1 | 4% | 15% | 0.0 | -10% | 8% | -4 | 0.8 | 2% | 21
CCCCOC(=O)Nc1ccc(S(=O)(=O)Nc2nc(C)cc(C)n2)cc1 | 5% | 22% | -0.2 | -12% | 9% | 2 | 0.2 | -3% | 0
Cc1ccccc1-c1nc(CN(Cc2c(C)nn(C)c2C)C2CC2)c(C)o1 | -10% | 9%[57.1 µM] | 6.8 | -34% | 4% | 30* | -0.6 | -2% | 1
CC(C)(C)c1cc(NCc2ccccn2)n2ncc(-c3ccc(Cl)cc3)c2n1 | -4% | 179%[activator] | 0.4 | -23% | 0% | -19 | 0.0 | 173%[activator] | -1
O=C(N/N=C/c1ccc(OCC2COCCO2)cc1)c1ccc(Br)cc1 (stereo not given) | 3% | 33%[57.1 µM] | 0.2 | -16% | 5% | -33 | 0.0 | 10%[57.1 µM] | 1
O=C(CCC1CCCCC1)Nc1c2c(nn1-c1ccc(F)cc1)CS(=O)(=O)C2 | -3% | 11% | -0.9 | -11% | 8% | 4 | 0.6 | -6% | -13
CCN(C(=O)CSc1nc2ccccc2n1Cc1ccccc1C#N)c1ccccc1 | -3% | 17%[57.1 µM] | 1.5 | -11% | -2% | . | -1.5 | 2%[57.1 µM] | 2
C[C@@H](NC(=O)c1nc[nH]c1C(=O)N[C@H](C)c1ccccc1)c1ccccc1 | 0% | -5%[57.1 µM] | 0.8 | -21% | 12% | 8 | 0.3 | 0%[57.1 µM] | 1
O=S(=O)(Nc1cccc(-c2ccc(N3CCCCC3)nn2)c1)c1cccc(F)c1 | 14% | -10%[57.1 µM] | -0.5 | -24% | 0% | . | -0.3 | -11%[57.1 µM] | 3
Cc1ccc(-c2cnc(NCc3ccc(C(C)C)cc3)n2C)cc1 | 0% | -6% | 3.5 | -27% | -5% | . | 3.2 | 1% | 2
O=C(NCCC1=CCCCC1)C1CCN(S(=O)(=O)c2cccc3nsnc23)CC1 | 1% | -22% | -1.0 | 1% | -3% | 9 | 0.0 | -12% | 3

Some of these compounds in order of the TRHR enhancer value, falling.
Structure	Pin1 inh	rTrxR1 inhibitor	USP1 inh	D2 antagonist	TRHR agonist	TrxR1 substrate	TRHR enhancer
Cc1ccc2nc(SCC(=O)N/N=C/c3ccc(C(=O)O)cc3)cc(C)c2c1	4%	15%	-10%	-4	0.8	2%	21
O=S(=O)(Nc1cccc(-c2ccc(N3CCCCC3)nn2)c1)c1cccc(F)c1	14%	-10%[57.1 µM]	-24%	.	-0.3	-11%[57.1 µM]	3
Cc1ccccc1-c1nc(CN(Cc2c(C)nn(C)c2C)C2CC2)c(C)o1	-10%	9%[57.1 µM]	-34%	30*	-0.6	-2%	1

Next part:
SMILES | Pin1 inh | rTrxR1 inhibitor | D2 agonist | USP1 inh | mIDH1 inhibitor | D2 antagonist | TRHR agonist | TrxR1 substrate | TRHR enhancer
CN(C)S(=O)(=O)c1ccc(N2CCCC2)c(C(=O)OCC(=O)NC2CCCCC2)c1 | -4% | 8% | 0.3 | -7% | -3% | 2 | -0.1 | 3% | 1
COc1ccc2nc(-c3ccccc3)cc(C(=O)N3CCC3)c2c1 | ? | 119%[activator] | -0.2 | -20% | -7% | -23 | -0.4 | 389%[activator] | 10
CCOc1ccc2nc(N3CCCC(C(=O)NCc4ccc(OC)cc4)C3)sc2c1 (stereo not given) | 0% | 15% | . | -11% | -10% | . | 0.2 | 3% | 10
COc1ccccc1N1CCN(C2CCCN(C(=O)CCc3c(C)noc3C)C2)CC1 (stereo not given) | -6% | -8% | 0.2 | -9% | -6% | -6 | -0.1 | -7% | 2
Cc1cccc(N2CCN(C(=O)c3cc4c(=O)n(C)c5ccccc5c4n3C)CC2C)c1 (stereo not given) | 15% | 17%[57.1 µM] | 0.5 | -29% | -4% | -13 | 0.4 | 9%[57.1 µM] | -4
Cc1cc(C)n(-c2nc(Nc3ccccc3C)nc(-n3nc(C)cc3C)n2)n1 | . | . | -0.1 | . | . | -19 | -0.1 | . | -15
COc1ccccc1CNC(=O)C1CC(c2ccccc2C(F)(F)F)=NO1 (stereo not given) | 0% | 5% | -0.2 | -19% | 5% | -24 | -0.5 | -1% | -3
O=C(c1ccccc1)N1CCC(CC2CC(c3cccc(Br)c3)=NO2)(C(=O)NCC2CCCCC2)CC1 (stereo not given) | -3% | 16%[57.1 µM] | 0.6 | 21% | -1% | 31* | -0.6 | 1%[57.1 µM] | -5
CNC(=S)N1N=C(c2ccc(Br)cc2)CC1c1ccc(Br)cc1 (stereo not given) | 3% | 2% | 0.1 | -22% | 8% | -17 | 0.8 | -2% | -11
COc1ccc2c(=O)c(-c3ccccc3)coc2c1 | -3% | 22%[57.1 µM] | -0.5 | -9% | 14% | -21 | -0.6 | -3%[57.1 µM] | 6
O=C(/C=C/c1ccco1)N(Cc1ccc(Cl)cc1)C1CCS(=O)(=O)C1 (stereo not given) | -5% | 25µM* | 0.5 | -17% | 15% | -10 | 0.3 | 5% | -1
Cc1ccc(S(=O)(=O)N2CCC(C(=O)OCC(=O)NCc3cccc(Cl)c3)CC2)cc1C | 15% | 20% | . | -13% | 1% | . | . | -1% | .
Cc1ccc(C)c(N2CCN(S(=O)(=O)c3c(C(=O)N4CCC(C)CC4)c(C)n(C)c3C)CC2)c1 | -2% | 14%[57.1 µM] | 7.4 | ? | 13% | . | -0.9 | 5%[57.1 µM] | -6
Cc1csc2nc(O)c(C(=O)NCCC3=CCCCC3)c(=O)n12 | -8% | 2% | -1.6 | 2% | 3% | 4 | -0.8 | -1% | -3
COc1cccc(-n2nc(C(=O)N3CC(C)CC(C)C3)c3ccccc3c2=O)c1 (stereo not given) | 0% | 5% | 0.2 | 1% | 0% | -4 | 0.2 | 1% | 8
Cc1cc2nc(-c3ccc(Br)cc3)cc(C(F)(F)F)n2n1 | 4% | 6% | -0.8 | -18% | -3% | . | -0.6 | 11% | -14
O=C(c1ccco1)N1CCN(Cc2nc3cc(Cl)ccc3c(=O)[nH]2)CC1 | 1% | 8%[57.1 µM] | . | -17% | 0% | . | 0.2 | 14% | -6
Cc1ccc(C)c(N(CC(=O)NC(C)(C)C)C(=O)CCC(=O)Nc2nccs2)c1 | 1% | 16% | 1.3 | -5% | 6% | -7 | 0.5 | -1% | 5
OCCOCCNc1ncnc2nc[nH]c12 | 6% | 35% | 0.3 | 7% | -8% | -5 | 0.7 | 7% | -2
O=C(Cc1ccc(-n2c(=O)c3ccccc3n(Cc3cccc([N+](=O)[O-])c3)c2=O)cc1)NCC1CCCO1 (stereo not given) | . | . | -0.4 | . | . | 4 | -1.1 | . | -1
CCNc1cc(=O)n(C)c(=O)n1C | -1% | 7%[57.1 µM] | 0.1 | -22% | 2% | -7 | 0.0 | 12%[57.1 µM] | -2
CCOC(=O)CSc1nnc(CNC(=O)c2cccs2)n1-c1cc(C)ccc1C | -7% | 27% | 0.1 | 4% | 3% | -13 | 0.2 | 8% | -7
CCCCC(C(=O)O)C(C)CC(=O)Nc1cccc(C(=O)O)c1 (stereo not given) | 0% | 28%[57.1 µM] | -0.5 | -22% | 16% | 5 | -0.1 | -19%[57.1 µM] | -1
NNC(=O)c1ccc(-c2ccccc2F)cc1 | -8% | 29% | -1.9 | -11% | 3% | 10 | -1.4 | 1% | -2
CN(C)CCn1c(=O)n(C2CCCCC2)c(=O)c2c3c(sc21)CCCCC3 | 3% | 13% | . | 0% | -4% | . | . | -2% | .

Screens deposited in PubChem by National Center for Advancing Translational Sciences (NCATS).
